GALR2 blocker: GALR2 antagonists in receptor-expressing cells, primary screen; Galanin receptor type 2 (Homo sapiens), O43603; antagonist mode; inhibition, % at 4 µM; 140,000 compounds, 0.39% hits; in the data active = inhibition above about 27%;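 also: cells stimulated with galanin 1-16 at roughly its EC80; 0% = agonist challenge control and 100% = basal control without agonist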
Target sequence (O43603 whole entry, looked up): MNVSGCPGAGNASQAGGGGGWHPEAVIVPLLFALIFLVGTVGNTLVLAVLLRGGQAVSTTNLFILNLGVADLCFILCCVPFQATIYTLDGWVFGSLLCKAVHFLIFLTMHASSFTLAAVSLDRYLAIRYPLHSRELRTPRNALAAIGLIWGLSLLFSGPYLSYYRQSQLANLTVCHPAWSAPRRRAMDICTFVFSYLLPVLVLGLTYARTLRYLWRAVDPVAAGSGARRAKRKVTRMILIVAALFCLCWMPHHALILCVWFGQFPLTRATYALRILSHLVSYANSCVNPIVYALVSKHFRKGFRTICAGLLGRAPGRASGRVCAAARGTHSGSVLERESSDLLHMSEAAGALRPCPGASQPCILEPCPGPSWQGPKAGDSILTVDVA
HCT116 bCat-KO: primary screen for growth suppressors in beta-catenin knockout HCT116 cells (colon tumor, human) | HCT116 beta-catenin knockout viability, CellTiter-Glo, 60 h; hits give low values | viability, % at 10 µM | 140,000 compounds, 1.5% hits;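 active = viability at or under a set limit, the compound median less 4 SD, cut at about 6% in these data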;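 also: 0% = Hyamine 1622 control at 20 µM and 100% = untreated cell control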
MRP-1 activ: H69AR viability gain despite doxorubicin, primary screen, MRP-1 activator project, H69AR cells, CellTiter-Glo | viability rescue | viability increase, % at 10 µM | 140,000 compounds, 0.61% hits | AID 799, 2007;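 active = viability gain under doxorubicin at or above a set limit, the compound median plus 3 SD, cut at about 4.7% in these data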;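 also: MRP-1 overexpressing cells given doxorubicin 25 µM after compound pretreatment; 18-22 h compound pretreatment then 72 h with doxorubicin before readout; 0% = doxorubicin-only wells and 100% = vehicle-treated cells without doxorubicin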
Measles CPE: compounds protecting cells from measles virus cytopathic effect, primary screen, measles RdRp inhibitor project, single point, MLSMR library, absorbance. Measles virus-infected cells, CPE protection. 140,000 compounds, 1.5% hits. AID 841, 2007. protection (pct of control), % at 4 µM; in the data active = protection mostly above about 24%, no sharp cut-off; inactive = mostly below about 26%; also: some compounds called inactive have numbers as strong as hits
Yeast lifespan up: compounds extending yeast replicative lifespan, primary screen, S. cerevisiae, OD615; S. cerevisiae growth with nicotinamide; deaD strain in restrictive glucose medium; inhibition of the nicotinamide effect, % at 10 µM; 130,000 compounds, 0.68% hits; AID 775, 2007;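 active = inhibition above a set limit, placed 3 SD over the median of all compounds, cut at about 26% in these data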;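 also: 0% = nicotinamide-treated wells and 100% = cells grown without nicotinamide; some compounds called inactive have numbers as strong as hits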
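System: Modified budding yeast, DeaD strain | Buffer or medium: Restrictive glucose medium | Also added: 1.5 mM nicotinamide | Doses: 10 µM single point, 0.25% DMSO | Schedule: 48 h compound exposure at 30 °C, humidified | Detection: Absorbance at 615 nm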
Phagocytosis inh: inhibitors of macrophage phagocytosis, primary screen, imaging, J774A.1 cells, IgG beads; J774A.1 macrophage IgG-bead phagocytosis; inhibition, % at 5 µM; 110,000 compounds, 0.07% hits; AID 1029, 2008;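 active = inhibition above the mean of the plate negative controls plus 5 SD, cut at about 13% in these data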;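 also: phagocytic index as fraction of beads internalized from green versus red external bead signal; plate controls were DMSO negative control for no effect and cytochalasin-D positive control for full effect; some results beyond the cut were filed as inactive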
E-sel TNF inh: E-selectin induction blockers in HUVEC – imaging, immunofluorescence, high content, primary screen | AID 1246, 2008 | 120,000 compounds, 0.71% hits | inhibition, % at 2 µM | HUVEC TNFa-induced E-selectin immunofluorescence;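 active = inhibition above the batch mean plus 3 SD, and confirmed as a hit on visual image review, cut at about 43% in these data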;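 also: 0% = TNF-stimulated DMSO wells and 100% = unstimulated control wells; not every result past the cut was called active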
HCT116 PTEN-null: growth suppression of PTEN-null HCT116, primary screen, cell-based, CellTiter-Glo; 140,000 compounds, 1.2% hits; viability, % at 10 µM; HCT116 PTEN-null viability, 60 h; hits give low values;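 active = viability at or below a set limit, 4 SD under the median of all tested compounds, cut at about 3.7% in these data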;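 also: PTEN knockout HCT116 line with beta catenin targeted HCT116 as companion control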
BB579 growth dn: growth inhibitors of yeast BB579 in restrictive medium, primary screen, yeast lifespan-shortening project, S. cerevisiae; OD615, 48 h; inhibition, % at 10 µM; 140,000 compounds, 0.51% hits;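 active = inhibition above a set limit, 3 SD over the mean compound inhibition, cut at about 44% in these data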; also: inactives centre near -24
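Assay system: S. cerevisiae DeaD strain BB579 yeast. Medium: CSMM-D restrictive synthetic medium containing dextrose (glucose). Times: 4 h cell preincubation, 48 h compound exposure, 30 °C humidified. Signal: OD615 turbidity measurement. Benchmarks: positive control amphotericin B 10 µg/mL.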
NPY Y2 blocker: NPY-Y2 receptor antagonists, primary screen, cell-based; Neuropeptide Y receptor type 2 (Homo sapiens), P49146; NPY-Y2 expressing cells, antagonist mode; inhibition, % at 2.7 µM; 140,000 compounds, 0.99% hits; AID 793, 2007; in the data active = inhibition above about 17%;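 also: 0% = vehicle with agonist challenge and 100% = reference antagonist with challenge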
Target sequence (P49146 whole entry, looked up): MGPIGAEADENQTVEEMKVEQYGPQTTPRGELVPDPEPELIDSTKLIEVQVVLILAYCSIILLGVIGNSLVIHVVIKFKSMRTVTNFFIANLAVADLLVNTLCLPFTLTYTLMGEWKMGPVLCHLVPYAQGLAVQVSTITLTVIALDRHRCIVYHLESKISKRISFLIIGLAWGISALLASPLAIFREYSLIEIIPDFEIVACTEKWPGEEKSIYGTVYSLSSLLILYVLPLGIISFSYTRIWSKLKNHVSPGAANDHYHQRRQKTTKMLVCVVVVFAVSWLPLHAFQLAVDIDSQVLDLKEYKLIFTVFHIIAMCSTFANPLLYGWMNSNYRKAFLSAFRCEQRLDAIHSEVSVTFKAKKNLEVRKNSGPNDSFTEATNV
Numbers without * were called inactive; . = not tested or not shown.

SMILES | GALR2 blocker | HCT116 bCat-KO | MRP-1 activ | Measles CPE | Yeast lifespan up | Phagocytosis inh | E-sel TNF inh | HCT116 PTEN-null | BB579 growth dn | NPY Y2 blocker
Fc1ccc(-c2cc(C(F)(F)F)nc(NCC3CCCO3)n2)cc1 (stereo not given) | -9.8 | 88.4 | 0.7 | 5.6 | -11.2 | 1.8 | . | 85.0 | -62.1 | 4.2
Cn1c2ccc(CC(=O)O)cc2c2cc(CC(=O)O)ccc21 | -8.0 | 92.0 | -1.2 | 4.8 | -14.9 | 1.4 | -1.2 | 96.6 | -31.4 | 3.5
Cc1ccccc1OCCN1C(=O)c2ccccc2C1=O | 10.0 | 105.8 | -0.8 | 1.0 | -14.7 | -0.9 | 27.8 | 88.5 | 2.4 | 10.2
COCCNC(=O)CCSc1nc(-c2ccc(OC)cc2)cc(C(F)(F)F)n1 | 5.3 | 94.5 | -2.3 | 10.4 | . | . | 9.1 | 82.1 | -37.0 | 1.7
CC(C)CC(=O)N=C1SC2CS(=O)(=O)CC2N1Cc1ccccc1 (stereo not given) | 10.3 | 40.5 | -1.8 | 16.7 | 0.3 | -6.0 | . | 13.5 | -2.5 | 1.6
CC(C)C(=O)Nc1ccc([N+](=O)[O-])cc1Br | 6.9 | 102.8 | 1.4 | 14.2 | -5.9 | -0.1 | . | 87.3 | -16.1 | 1.1
Cc1cc([N+](=O)[O-])nn1CCCC(=O)NCc1ccccc1 | 5.3 | 97.5 | 0.2 | 8.7 | 1.4 | -4.4 | -18.5 | 94.6 | 1.6 | 1.0
CCC1CCC(C(=O)NC(C(=O)Nc2ccc3c(c2)OCCO3)C(C)C)CC1 (stereo not given) | 6.0 | 60.0 | -0.5 | 9.3 | 5.7 | -1.5 | -6.5 | 54.1 | -40.8 | 1.8
O=C(c1nc2ncccn2n1)N1CCN(c2ccccc2)CC1 | -10.2 | 92.0 | -0.1 | 42.6* | -8.2 | 0.7 | -6.9 | 98.4 | 8.3 | 1.4
Nc1ccc2oc(-c3cc(Br)ccc3Cl)nc2c1 | 3.5 | 94.0 | -3.8 | 4.6 | -12.2 | 1.1 | . | 96.0 | -19.5 | 3.1
CCn1cc(C(=O)O)c(=O)c2cc(F)c(N3CCN(S(=O)(=O)c4ccc(Br)cc4)CC3)cc21 | 2.4 | 8.4 | -6.2 | 1.4 | 1.8 | -12.2 | . | 7.5 | -24.0 | 0.6
Cc1[nH]c2ccccc2c1C(=O)CN1CCN(C/C=C/c2ccccc2)CC1 | -14.4 | 10.9 | -3.9 | 36.2 | -13.2 | -0.1 | -28.0 | 19.3 | -26.1 | 6.8
Cc1ccc(C)c(S(=O)(=O)N2C(=S)NC(=O)C2C(C)C)c1 (stereo not given) | -5.2 | 84.7 | -3.2 | 5.5 | 0.6 | -1.2 | -7.5 | 95.2 | -9.0 | 0.5
CC(=O)Nc1ccc(Oc2ccc3nc(C)[nH]c3c2)cc1 | -3.4 | 107.3 | 0.4 | 3.1 | 0.7 | -0.7 | -1.1 | 98.4 | -28.0 | 2.1
CC1CCCCC1NC(=O)Cn1nc(-c2ccccc2)ccc1=O (stereo not given) | 16.3 | 100.2 | -1.7 | 6.7 | -12.0 | -0.5 | -20.9 | 106.9 | -47.0 | 4.5

Nothing new here: an excerpt of the list.
SMILES | GALR2 blocker | HCT116 bCat-KO | MRP-1 activ | Measles CPE | Yeast lifespan up | Phagocytosis inh | E-sel TNF inh | HCT116 PTEN-null | BB579 growth dn | NPY Y2 blocker
Fc1ccc(-c2cc(C(F)(F)F)nc(NCC3CCCO3)n2)cc1 (stereo not given) | -9.8 | 88.4 | 0.7 | 5.6 | -11.2 | 1.8 | . | 85.0 | -62.1 | 4.2
Cn1c2ccc(CC(=O)O)cc2c2cc(CC(=O)O)ccc21 | -8.0 | 92.0 | -1.2 | 4.8 | -14.9 | 1.4 | -1.2 | 96.6 | -31.4 | 3.5
Cc1ccccc1OCCN1C(=O)c2ccccc2C1=O | 10.0 | 105.8 | -0.8 | 1.0 | -14.7 | -0.9 | 27.8 | 88.5 | 2.4 | 10.2

Further compounds
SMILES | GALR2 blocker | HCT116 bCat-KO | MRP-1 activ | Measles CPE | Yeast lifespan up | Phagocytosis inh | E-sel TNF inh | HCT116 PTEN-null | BB579 growth dn | NPY Y2 blocker
CN(C)C(=O)CSc1nnc([C@H](Cc2c[nH]c3ccccc23)NC(=O)OC(C)(C)C)o1 | . | 98.2 | -3.3 | 4.8 | . | 0.1 | . | 131.6 | -31.6 | .
COc1ccc(-c2nnc(SCC(=O)Nc3cc(C)on3)n2C)cc1OC | -7.5 | 108.7 | -1.2 | 21.2 | -12.2 | 0.1 | 1.5 | 105.3 | 8.2 | 0.6
COc1ccc(C)cc1NC(=O)c1nnn(Cc2cc(C)ccc2C)c1N | -13.1 | 69.1 | -0.6 | 21.7 | -4.3 | -0.2 | . | 74.3 | -12.1 | 0.5
COc1ccc(-c2nnc(NC(=O)C(C)C)s2)c(OC)c1 | 6.2 | 95.6 | -0.6 | 10.1 | -3.5 | -0.1 | -0.9 | 114.2 | -92.5 | 2.1
CC1=CCC2C(=O)N(Cc3ccccc3)C(=O)C2C1 (stereo not given) | -5.2 | 89.5 | -2.4 | 3.3 | 5.0 | 1.0 | 20.0 | 104.9 | -40.5 | 2.9
O=[N+]([O-])c1nn(-c2ccc3c(c2)OCCO3)n(O)c1=NC1CCCC1 | 2.1 | 85.4 | -4.8 | 12.0 | -2.7 | 1.0 | . | 74.6 | -11.0 | 2.2
COc1ccc(NC(=O)c2ccccc2O)c(OC)c1 | 14.3 | 99.4 | -0.8 | 22.7 | -19.8 | -0.4 | -65.2 | 97.5 | 1.4 | 9.0
O=C1CC(c2ccc(S(=O)(=O)NC3CC3)cc2)CN1 (stereo not given) | 3.1 | 102.7 | -1.3 | 10.9 | -5.0 | -0.2 | 14.2 | 98.6 | 14.9 | 0.7
CC1CCN(c2ccc(C(=O)NCc3ccc4c(c3)OCO4)cc2[N+](=O)[O-])CC1 | 8.4 | 94.5 | 1.8 | 8.6 | -1.1 | -11.2 | 1.8 | 85.2 | -25.1 | 8.7
Cc1cccc(C)c1NC(=O)c1ccc(CN2CCc3ccccc3C2)cc1 | 9.3 | 61.4 | -2.3 | 4.7 | -15.6 | . | 34.5 | 61.4 | -12.1 | 4.2
Cc1ccnc(NS(=O)(=O)c2ccc(N=CC3=C(O)CC(C)(C)CC3=O)cc2)n1 | -4.2 | 94.5 | -1.8 | 4.0 | -16.4 | . | 5.5 | 100.3 | 2.0 | -1.7
COC(=O)c1nc(NC(=O)C(C)C)n[nH]1 | 7.3 | 97.8 | -2.5 | 23.7 | -19.4 | 3.0 | -14.1 | 94.7 | -64.5 | 1.5
CC(C)NC(=S)N/N=C/c1sc(N2CCCCC2)nc1-c1cccs1 | -0.1 | 84.5 | -0.5 | 10.6 | -4.8 | -12.8 | . | 86.2 | -21.1 | -0.7
Cc1ccc(Nc2ncccc2C(N)=O)cc1[N+](=O)[O-] | -3.7 | 93.8 | 1.0 | 34.3 | -3.5 | -2.0 | . | 92.3 | -34.5 | -0.3
O=C(O)C1CCC(CNCc2ccccc2Cl)CC1 (stereo not given) | 0.3 | 93.4 | -5.7 | 13.0 | 0.0 | -6.3 | . | 95.6 | -18.1 | 0.5
CC(=O)NC1C(Oc2ccccc2C)OC2COC(c3ccco3)OC2C1O (stereo not given) | -8.6 | 90.3 | 1.7 | 4.7 | -1.9 | . | 28.1 | 90.3 | -8.5 | 0.1
O=C(COC(=O)CNC(=O)c1ccccc1Cl)Nc1ncc(C(F)(F)F)cc1Cl | 12.7 | 93.1 | 0.1 | 17.8 | 1.4 | -5.5 | . | 100.5 | -8.0 | 0.9
CCOC(=O)c1ccc(-n2c(C)nc3ccccc3c2=O)cc1 | -4.8 | 99.8 | -2.4 | 8.1 | -16.7 | -0.6 | -6.4 | 93.5 | 5.3 | 0.0
CCN=C1SC(CC(=O)Nc2ccc(N3CCOCC3)cc2)C(=O)N1CC (stereo not given) | 3.1 | 111.8 | -1.4 | 1.2 | -6.7 | -0.8 | . | 86.8 | -58.0 | 3.5
O=C(N/N=C/c1ccc(O)cc1)c1ccc(NC(=O)c2ccccc2Br)cc1 | 10.8 | 62.6 | -3.2 | 0.5 | -9.7 | -0.1 | -7.7 | 75.8 | -40.0 | 3.7
COc1ccc(-c2nc3ccccc3o2)cc1NC(=O)c1ccc(Br)o1 | -21.4 | 85.9 | -0.9 | 17.6 | -1.2 | -0.4 | -24.8 | 105.3 | -43.3 | 2.0
CCOc1ccc(C(=O)NCC(=O)OC2CCOC2=O)cc1OCC (stereo not given) | -10.8 | 98.7 | 0.1 | 42.5* | -0.9 | -1.1 | -2.7 | 106.1 | -48.3 | 3.8
O=C(CNCCO)NC12CC3CC(CC(C3)C1)C2 | 2.0 | 103.0 | -0.7 | 13.7 | -11.6 | -0.6 | 17.6 | 92.5 | -2.8 | 0.9
O=C(Nc1ccccc1OC(F)F)c1cc2c(s1)CCC2 | 4.2 | 86.5 | 0.2 | 12.6 | -6.1 | -7.3 | 1.9 | 89.2 | -27.4 | 4.9
CC1CN(C(=S)NC(=O)c2ccco2)CC(C)O1 (stereo not given) | -3.8 | 93.5 | -0.2 | 34.0 | 0.3 | -8.8 | . | 90.0 | -11.6 | 0.3
C=CCOc1c(CNc2ncn[nH]2)cccc1OC | 7.3 | 82.7 | -1.7 | 6.8 | -13.7 | . | 25.1 | 89.8 | -14.2 | 1.3
COc1ccc(-n2nnnc2SCc2nc3ccccc3s2)cc1 | 12.5 | 88.9 | -1.8 | 13.1 | 0.5 | -0.2 | 20.1 | 94.4 | -5.2 | 3.8
CC(C)(C)NC(=O)CN(C(=O)c1ccc(CN2CCOCC2)o1)c1ccc2c(c1)OCCO2 | 3.4 | 100.1 | -0.1 | 2.7 | -6.9 | 0.5 | 16.6 | 94.3 | -23.6 | -0.7
Cc1cccc(N2CCN(C(=O)n3ccnc3)CC2)c1C | 15.5 | 88.2 | -0.5 | 1.2 | -13.0 | -0.5 | -6.0 | 87.9 | 9.4 | 2.9
COC(=O)c1ccccc1NC(=O)Cc1nc(-c2ccccc2)sc1-c1ccc(C)cc1 | -2.1 | 85.2 | -1.7 | 14.8 | -1.3 | -16.4 | . | 77.9 | -6.0 | 7.1
C=C(C)CSc1nc(N)c(C#N)c(-c2ccc(C)cc2)c1C#N | -3.5 | 86.4 | -4.7 | 14.6 | -15.8 | 0.1 | -32.9 | 78.9 | -23.2 | -3.4
Cc1cc(N2CCOCC2)n2ncc(-c3ccccc3)c2n1 | 17.6 | 92.2 | -4.3 | 3.8 | -13.0 | 0.6 | 1.7 | 90.5 | -24.1 | -1.2

Screening results from PubChem BioAssay.
